Bioassay records: PubChem BioAssay, several laboratories
HCV core dimer: HCV core protein dimerization inhibition; TR-FRET GST/Flag-core106 dimerization, 1536-well; inhibition, % at 5 µM; 0.33% of 300,000 active;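 active = inhibition above the mean of all tested compounds plus 3 SD, set per screening campaign, cut at about 45% in these data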
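Material: GST/Flag-tagged HCV core106 proteins. Incubation: 4 h, 22.5 °C incubation. Read-out basis: inhibition (%) from 671 over 617 nm ratio. Measured by: TR-FRET, excitation 340 nm, emission 617 and 671 nm.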
PP1 inh: counter-screen for PP5 inhibitors: inhibitors of human PP1-alpha. inhibition, % at 6.7 µM. 0.9% of 320,000 active. purified PP1alpha, OMFP fluorescence. AID 2235. P62136;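 active = inhibition above the mean inhibition of all tested compounds plus 3 SD, computed separately for each screening campaign, cut at about 15% in these data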
ZTA DNA inh: blocks Epstein-Barr virus ZTA, an EBNA-1 counter-screen | P03206 | ZTA-DNA binding, fluorescence polarization | inhibition, % at 11 µM | 0.15% of 320,000 active | AID 2234; in the data active = inhibition above about 33%
Target sequence (P03206 whole entry, looked up): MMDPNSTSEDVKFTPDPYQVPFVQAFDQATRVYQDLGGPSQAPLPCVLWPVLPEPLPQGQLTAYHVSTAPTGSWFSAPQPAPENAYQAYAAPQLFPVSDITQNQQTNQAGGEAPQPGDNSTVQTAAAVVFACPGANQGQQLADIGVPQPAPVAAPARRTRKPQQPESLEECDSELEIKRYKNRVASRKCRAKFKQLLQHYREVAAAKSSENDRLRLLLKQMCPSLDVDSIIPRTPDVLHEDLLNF
PP5 inh: blocks human protein phosphatase 5 activity; inhibition, % at 6.7 µM; 0.18% of 320,000 active; purified PP5c, OMFP substrate fluorescence; AID 1987;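 active = inhibition above the campaign's mean inhibition across all tested compounds plus 3 SD, cut at about 9.5% in these data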;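 note: 0% = DMSO only and 100% = 100 µM cantharidin control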
CTSL1 counter: blocks F. hepatica cathepsin L1 in PFM18AAP counter-screen. recombinant F. hepatica cathepsin L1, Z-Leu-Arg-MCA fluorescence. AID 1906. 0.49% of 300,000 active. inhibition, % at 5.96 µM;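 active = inhibition above the mean of all tested compounds plus 3 SD, set per screening campaign, cut at about 17% in these data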;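 note: 0% = plate median of test compound wells and 100% = 1 µM Z-Phe-Ala-diazomethylketone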
Efflux pump mplx: inhibitors of Candida antifungal efflux pumps expressed in yeast; inhibition, % at 10 µM; S. cerevisiae Candida pump triplex, Nile Red efflux; 0.44% of 330,000 active;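 active = plate passing quality check with inhibition over a set limit, or well fluorescence over plate mean plus 4 SD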;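 note: Nile Red retained in pooled yeast measured as flow cytometry median fluorescence; 0% = buffer negative control and 100% = Enniatin B positive control; higher means more Nile Red kept so more efflux inhibition; some compounds called inactive have numbers as strong as hits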
EBNA-1 inh: blocks EBNA-1 binding to DNA | 0.34% of 300,000 active | EBNA-1 DNA binding, fluorescence polarization | inhibition, % at 14.8 µM; in the data active = inhibition above about 28%
PREPL inh: human PREPL enzyme inhibition; Q4J6C6; recombinant PREPL, fluorescence polarization activity-based probe; inhibition, % at 5.96 µM; 0.68% of 320,000 active; in the data active = inhibition above about 43%;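 note: 0% = enzyme with DMSO and 100% = wells lacking enzyme; many of its hits are not listed in these tables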
Target sequence (Q4J6C6 whole entry, looked up): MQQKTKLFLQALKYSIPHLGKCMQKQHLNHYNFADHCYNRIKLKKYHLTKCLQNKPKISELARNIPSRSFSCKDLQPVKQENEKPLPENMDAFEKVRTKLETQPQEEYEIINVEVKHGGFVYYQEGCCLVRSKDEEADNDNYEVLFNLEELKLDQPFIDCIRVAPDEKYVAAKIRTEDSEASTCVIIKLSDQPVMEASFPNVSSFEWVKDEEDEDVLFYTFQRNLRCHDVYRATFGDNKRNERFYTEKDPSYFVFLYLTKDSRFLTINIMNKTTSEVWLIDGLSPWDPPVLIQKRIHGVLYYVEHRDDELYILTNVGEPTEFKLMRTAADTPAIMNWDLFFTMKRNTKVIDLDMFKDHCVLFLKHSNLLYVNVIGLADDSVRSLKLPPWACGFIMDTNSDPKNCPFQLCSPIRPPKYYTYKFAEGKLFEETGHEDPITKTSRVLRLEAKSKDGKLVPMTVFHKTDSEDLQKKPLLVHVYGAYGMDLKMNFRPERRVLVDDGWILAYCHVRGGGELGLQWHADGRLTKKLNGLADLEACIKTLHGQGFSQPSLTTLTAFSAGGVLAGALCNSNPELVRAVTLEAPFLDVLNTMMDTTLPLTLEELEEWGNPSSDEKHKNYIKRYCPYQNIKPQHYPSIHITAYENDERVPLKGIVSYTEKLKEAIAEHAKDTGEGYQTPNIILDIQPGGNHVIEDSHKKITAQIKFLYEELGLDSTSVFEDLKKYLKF
TPT1 inhibitor: blocks Candida albicans tRNA 2'-phosphotransferase; recombinant caTPT1, FP RNA substrate dephosphorylation; inhibition, % at 5 µM; 0.81% of 300,000 active; AID 1962;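 active = inhibition above the mean of all tested compounds plus 3 SD, set per screening campaign, cut at about 24% in these data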;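 note: plate controls were DMSO alone for no effect and ferristatin control at 100 nM for full effect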
* marks the source's active call; other numbers are inactive results; nt = not tested or not shown.

SMILES | HCV core dimer | PP1 inh | ZTA DNA inh | PP5 inh | CTSL1 counter | Efflux pump mplx | EBNA-1 inh | PREPL inh | TPT1 inhibitor
CCN1CCN(C(C)CCc2ccccc2)CC1 (centres undefined) | 4.1 | -3.0 | 9.2 | -0.2 | 3.1 | 0.0 | 0.6 | -19.2 | -1.6
Cc1cc(C)n(C(=O)Cn2nc([N+](=O)[O-])c(Br)c2C)n1 | -1.6 | 7.1 | -9.9 | 0.5 | 1.0 | -0.1 | -1.4 | -2.9 | -2.5
Cc1ccc(OCC(=O)OCC(=O)NC2CCCC2)cc1C | nt | -2.2 | 0.5 | 2.1 | nt | 0.4 | nt | 5.8 | nt
O=C(CN(C(=O)CCC(=O)Nc1nccs1)C1CCCC1)NCc1ccc2c(c1)OCO2 | -3.4 | -2.2 | -8.7 | -0.5 | 0.6 | -0.3 | 0.4 | -0.6 | 1.0
O=C1C2CCCN2C(c2cccs2)N1c1ccc(F)cc1 (centres undefined) | 12.2 | -3.1 | -10.1 | 3.0 | -2.4 | 0.0 | 1.0 | -2.4 | 1.1
CCc1nc(SCC(=O)NCCc2ccccc2)n[nH]1 | -2.9 | 0.1 | 3.6 | 0.1 | -3.0 | -0.2 | 5.1 | 0.5 | -0.1
CC(NC(=O)Cn1cc2c(n1)CCCCC2)c1ccccc1 (centres undefined) | 1.4 | -0.6 | -7.9 | 0.2 | -2.2 | 0.1 | 7.6 | -4.2 | -2.5
CCc1nc(Nc2ccccc2)c2nnn(Cc3ccccc3)c2n1 | 11.1 | 2.4 | 21.4 | 3.4 | 3.4 | -0.1 | 4.5 | 5.5 | -6.1
C=CCN1C(=O)NC2(O)C(=O)c3ccccc3C12O (centres undefined) | -4.7 | -5.8 | 1.4 | 1.7 | 2.1 | 0.1 | -3.8 | 10.1 | 1.0
Nc1ccc(S(=O)(=O)NC(Cc2ccccc2)C(=O)O)cc1 (centres undefined) | 0.5 | -2.0 | -17.2 | 2.6 | -4.0 | 0.1 | -11.6 | -7.8 | 1.8
Cc1ccc2c(c1)C(c1ccccc1)N(C(=O)c1cc3ccccc3oc1=O)CC(=O)N2 (centres undefined) | -3.0 | 5.1 | -1.4 | -0.7 | -0.5 | -0.3 | -4.7 | -1.7 | 0.2
O=C(/C=C/c1cccs1)NCc1ccccc1 | 1.4 | -0.4 | -14.9 | -2.5 | -1.2 | 0.1 | -4.2 | 7.2 | 2.2
CCCCC1CCC(C(=O)N(CCCC)c2c(N)n(CCCC)c(=O)[nH]c2=O)CC1 (centres undefined) | 0.1 | -1.6 | 4.4 | 0.8 | 1.2 | 1.2 | -4.3 | 2.4 | -2.7
CN(C)CCN(C(=O)c1ccc2c(c1)OCCO2)c1nc2cc3c(cc2s1)OCO3 | -1.7 | 0.4 | -9.1 | 2.6 | 0.9 | -0.1 | 1.5 | -1.6 | -1.3
COc1ccc(S(=O)(=O)N2CCOCC2)cc1NC(=O)c1cccc(Cl)c1 | -9.0 | 1.1 | 8.6 | 3.6 | -3.8 | 0.1 | 40.5* | 3.8 | 2.2
CCn1c(SC(C)C(=O)NC2CCCC2)nc2cc(S(N)(=O)=O)ccc21 (centres undefined) | nt | -1.8 | 6.8 | 4.0 | nt | 0.2 | nt | 9.5 | nt
COC(=O)Cn1c(=O)sc2ccccc21 | 2.4 | -5.1 | -3.1 | -1.0 | -1.6 | -0.1 | 6.2 | -3.8 | -2.0
CCOC(=O)N1CCN(C(=S)NC(=O)c2ccc(Br)cc2)CC1 | -2.5 | -5.7 | -13.7 | 0.5 | 4.8 | 0.0 | 0.8 | 7.5 | 2.0
COc1cccc(N2CCN(c3ccc(N4C(=O)CCC4=O)cc3[N+](=O)[O-])CC2)c1 | 2.8 | 6.9 | -1.3 | -1.4 | -7.7 | 0.2 | -9.7 | 6.4 | -1.7
COc1ccc(CN2CCCC(C(=O)N3CCCCC3)C2)cc1OC (centres undefined) | 1.8 | 0.1 | -5.4 | -0.1 | -2.1 | -0.1 | 5.7 | 8.5 | 2.2
CS(=O)(=O)Cc1cc(N2CCCC2)nc(-c2ccccc2)n1 | -1.5 | 1.0 | -0.6 | 1.3 | -3.0 | -0.1 | 1.5 | 7.8 | -3.1
COc1cccc(/C=C/C(=O)NCCc2ccc(OC)c(OC)c2)c1 | -8.1 | 4.9 | -21.9 | 0.8 | -2.0 | 0.0 | -4.3 | 4.8 | -3.2
O=C(O)C1(P(=O)(c2ccccc2)c2ccccc2)CCCC1 | -0.7 | 5.4 | -3.6 | -1.5 | -0.3 | -0.1 | 2.5 | 6.8 | -5.7
N=C1C(c2ccccc2)=C(O)CN1CCCO | -8.0 | -2.8 | -9.4 | 4.7 | -1.7 | 0.2 | -0.1 | 15.8 | -3.5
Cc1nnc(SC(C(=O)c2ccccc2)c2ccccc2)[nH]c1=O (centres undefined) | 5.2 | -5.6 | -7.3 | 1.8 | -1.9 | -0.2 | 6.0 | -4.9 | -4.4
Cc1noc(C)c1COC(=O)Cn1c(C)nc2ccccc21 | -7.9 | 1.1 | -16.2 | 2.0 | 0.1 | -0.1 | -0.2 | 16.6 | -7.6
CCCN(CCC)CCCNC(=O)c1cn(CC)c2ccc(S(=O)(=O)N(C)C3CCCCC3)cc2c1=O | -6.0 | 0.4 | -1.1 | -0.5 | -2.2 | -0.2 | -16.0 | 13.1 | 6.2
O=C(COC(=O)c1cn(-c2ccccc2)nc1-c1cccnc1)NC1CC1 | -3.0 | -5.6 | -13.5 | 0.0 | 2.2 | 0.1 | -0.1 | 1.2 | -1.4
CC(C)CC1C(C#N)=C(N)Oc2n[nH]c(-c3cccs3)c21 (centres undefined) | -2.9 | -0.9 | -5.1 | 0.8 | -1.8 | 0.0 | -3.4 | 5.6 | 1.6
Cc1nnsc1S(=O)(=O)c1ccccc1 | 1.0 | -2.0 | -9.3 | 1.7 | 0.0 | 0.1 | -19.8 | -3.5 | -4.1
CC1CCCCC1NC(=O)/C(C#N)=C/c1ccc(OCC(N)=O)cc1 (centres undefined) | 1.5 | -4.0 | 12.2 | -1.3 | 0.8 | -0.2 | 6.0 | -5.6 | -0.7
CCC(C(=O)NC1CCCCC1)n1c(SCc2ccc(F)cc2)nc2ccncc21 (centres undefined) | -10.1 | -0.1 | 3.8 | 2.1 | -1.7 | -0.1 | 2.0 | -7.7 | 0.0
CC[C@@]12C(=O)N(c3cccc(C)c3)C(=O)N1[C@H](c1ccc(OC)cc1)[C@@H]1C(=O)N(C(C)(C)C)C(=O)[C@@H]12 | 8.8 | 0.2 | -19.1 | 2.5 | 0.5 | 0.1 | 7.2 | 3.9 | -0.3
O=C(Nc1ccccc1N1CCOCC1)c1cc(Br)c(Br)s1 | -0.5 | -0.6 | 5.1 | -0.5 | 1.8 | 0.0 | -1.3 | -1.5 | -0.2
Cc1cc(=O)oc(C)c1C(=O)N[C@@H](Cc1ccccc1)C(=O)O | -9.0 | -0.7 | -8.2 | 1.7 | -6.2 | -0.1 | 5.0 | 0.9 | -1.5
CN=C(Nc1ccc(C(=O)OC)cc1)SC1CC(=O)N(c2ccccc2F)C1=O (centres undefined) | -2.9 | -5.3 | -5.2 | 2.9 | -1.2 | 0.1 | -2.8 | 0.8 | -3.0
CCOC(=O)c1cc2c(nc1NC(=S)Nc1ccccc1)CC(C)(C)OC2 | -13.8 | -1.8 | 6.0 | 1.4 | 1.8 | -0.1 | -0.3 | -7.1 | -0.6
Cn1c(CO)c(-c2ccccc2)c2cc([N+](=O)[O-])ccc21 | -9.4 | 4.6 | -4.5 | 3.2 | 4.1 | 0.0 | 0.8 | 12.4 | 2.5
Cc1ccc(CNC(=O)Cc2ccc(-n3c(=O)[nH]c4ccsc4c3=O)cc2)cc1 | -6.3 | -7.7 | 3.1 | -0.8 | 2.8 | 0.3 | -9.9 | 12.7 | 3.5
O=C(Cn1cnc2ccccc2c1=O)N(Cc1ccco1)c1ccc(O)cc1 | 1.9 | -6.5 | 9.2 | -0.6 | -1.3 | -0.1 | 0.6 | -2.2 | -1.0
Cc1ccc(NC(=O)CCN2CCN(C)CC2)cc1 | -3.0 | -2.8 | 1.1 | 2.0 | -2.2 | 0.0 | -1.6 | -2.8 | 2.0
O=C(c1ccc([N+](=O)[O-])o1)N1CCN(Cc2ccccc2)CC1 | 4.2 | -1.9 | 5.6 | -0.2 | -1.4 | 0.2 | 3.9 | 8.7 | -0.7
CN(c1ncnc(N)c1[N+](=O)[O-])C1CCCCC1 | -0.3 | -6.1 | -11.2 | 2.7 | 1.8 | 0.2 | -12.7 | 4.2 | 0.0
CCOC(=O)c1ccc(NC(=O)CSc2nc(N)c(NC(=O)c3ccc(Br)o3)c(=O)[nH]2)cc1 | 0.5 | -0.8 | 3.5 | 0.9 | 0.4 | 0.1 | -2.2 | -4.5 | -4.3
COC(=O)c1sc(SC)c(S(=O)(=O)C(C)C)c1N | 6.1 | -5.0 | 4.2 | 1.2 | 1.8 | 0.0 | 9.6 | 4.2 | -0.4
NS(=O)(=O)c1ccc(NC(=S)Nc2ccn(Cc3cccc4ccccc34)n2)cc1 | 10.4 | 4.1 | -1.4 | 5.5 | -2.2 | 0.0 | 29.4* | 8.5 | -0.8
O=C(O)C(Cc1ccccc1)N1C(=O)c2cccc3cccc(c23)C1=O (centres undefined) | -0.6 | 2.7 | 9.3 | 0.5 | -0.8 | 0.3 | 5.8 | -6.5 | -7.0
O=C(OC(C(=O)NC1CCCCC1)c1ccc(C(F)(F)F)cc1)c1ccco1 (centres undefined) | 0.3 | -1.9 | 9.3 | 2.1 | -46.5 | 0.1 | -8.8 | -1.9 | 0.8

Some values from above.
`O=C(c1ccc([N+](=O)[O-])o1)N1CCN(Cc2ccccc2)CC1` – Efflux pump mplx: 0.2
`CCOC(=O)c1ccc(NC(=O)CSc2nc(N)c(NC(=O)c3ccc(Br)o3)c(=O)[nH]2)cc1` – HCV core dimer: 0.5

Other structures follow.
SMILES | HCV core dimer | PP1 inh | ZTA DNA inh | PP5 inh | CTSL1 counter | Efflux pump mplx | EBNA-1 inh | PREPL inh | TPT1 inhibitor
COc1ccccc1CNC(=O)C1CC(=O)N(c2ccc(C)c(C)c2)C1 (centres undefined) | -9.8 | -4.0 | 5.8 | 2.1 | 4.4 | 0.0 | -1.0 | -2.1 | 0.4
COc1ccc(OC)c(/C=N/NC(=O)C(=O)N2CCCCCC2)c1 | 8.3 | -2.8 | 2.8 | -1.7 | 0.8 | 0.0 | 19.6 | 5.1 | 0.0
COc1ccc(CNC(=O)/C=C/c2cc([N+](=O)[O-])ccc2OC(F)F)cc1 | -1.7 | 2.6 | 0.4 | 2.9 | 0.2 | 0.0 | 3.6 | 5.2 | -1.7
O=C(Nc1cccc(NC(=O)C2CCCO2)c1)c1ccco1 (centres undefined) | -18.6 | -3.5 | 9.6 | 1.9 | 1.5 | 0.5 | -19.8 | 16.5 | 1.7
Cc1ccc(C(=O)CSc2nnc3n2CCCCC3)s1 | nt | -3.7 | 6.6 | -1.5 | nt | 0.0 | nt | 13.2 | nt
Cc1nc2c(-c3ccccc3)cnn2c(N2CCOCC2)c1C | -8.8 | 0.1 | -0.6 | 2.1 | 1.4 | 0.0 | 3.9 | 5.6 | -0.4
Cc1ccc(C(=O)Nc2nc(C(C)(C)C)cs2)s1 | 1.3 | -2.6 | -1.6 | 2.0 | 0.1 | -0.1 | -4.9 | 2.5 | -0.8
CCOC(=O)N1CCN(C(=O)c2ccc(-n3c(C)ccc3C)cc2)CC1 | -12.1 | -0.7 | -3.0 | 0.7 | 0.2 | 0.3 | 2.8 | 13.2 | 3.5
COc1ccc(CN2CCN(S(=O)(=O)c3ccc(F)cc3)CC2)c(OC)c1OC | 1.3 | 0.6 | 2.0 | 3.7 | 2.3 | 0.1 | -7.6 | 13.9 | 1.3

The list is partial (hit frequency here may not be typical).
